MEP2-GFP yeast – modulators of MEP2-GFP levels in yeast, primary screen, S. cerevisiae, multiplex flow cytometry, MLPCN library | S. cerevisiae MEP2-GFP strain, 3 h; 100% = DMSO control level | 330,000 compounds, 0.51% hits | AID 2016, 2009 | GFP response vs DMSO, % at 10 µM;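 active = GFP response versus DMSO above a set limit, roughly screen mean plus 3 SD, cut at about 180% in these data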;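 note: median GFP fluorescence of the barcode-gated MEP2-GFP cells per well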
RPL19A TOR yeast – RPL19A-GFP expression modulators in yeast, primary screen, cell-based, S. cerevisiae, multiplex flow cytometry, MLPCN. S. cerevisiae RPL19A-GFP strain, 3 h; stronger effect = lower value. percent response vs DMSO, % at 10 µM. 330,000 compounds, 0.3% hits;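 active = percent response vs DMSO below 50%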;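 note: median channel GFP fluorescence of the barcoded RPL19A-GFP strain; ratio of sample median GFP to plate DMSO average so 100% = DMSO; lower means less RPL19A-GFP as with rapamycin TOR inhibition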
Yeast superoxide – reduction of superoxide in aged yeast, primary screen, HTS. AID 2690, 2010. superoxide response (% of plate mean), % at 10 µM. S. cerevisiae aged cells, superoxide DHE fluorescence; stronger effect = lower value. 330,000 compounds, 0.18% hits;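 active = superoxide response under a set limit, about three screen SD below normal, cut at about 65% in these data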;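 note: yeast aged for seven days with compound at 30 °C before DHE staining; 100% = average MFI of all compound-treated wells on the plate with controls excluded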
AGP1-GFP MLPCN – modulators of AGP1-GFP expression in yeast TOR pathway, primary screen, cell-based, multiplex flow cytometry, S. cerevisiae, MLPCN library. 3 h; GFP as percent of DMSO wells. GFP response vs DMSO, % at 10 µM. 320,000 compounds, 0.02% hits. AID 2066, 2009;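 active = GFP response relative to DMSO above a set limit, near screen average plus 3 SD, cut at about 150% in these data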;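 note: median GFP channel fluorescence of the gated AGP1 strain per well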
LAP4-GFP MLPCN – modulators of LAP4-GFP expression in yeast, primary screen, S. cerevisiae, multiplex flow cytometry, MLPCN library. 3 h; median GFP as percent of DMSO wells. GFP response vs DMSO, % at 10 µM. 320,000 compounds, 0.34% hits;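 active = GFP response vs DMSO above a set limit, about the screen mean plus 3 SD, cut at about 150% in these data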
AHR act – AHR activators, primary screen, cell-based, luminescence, luciferase reporter, human | 320,000 compounds, 2.5% hits | AHR-responsive luciferase reporter cells | AID 2796, 2010 | Aryl hydrocarbon receptor (Homo sapiens), P35869 | activation, % at 5 µM; in the data active = activation above about 47%;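 note: 0% = vehicle wells and 100% = reference agonist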
Target sequence (P35869 whole entry, looked up): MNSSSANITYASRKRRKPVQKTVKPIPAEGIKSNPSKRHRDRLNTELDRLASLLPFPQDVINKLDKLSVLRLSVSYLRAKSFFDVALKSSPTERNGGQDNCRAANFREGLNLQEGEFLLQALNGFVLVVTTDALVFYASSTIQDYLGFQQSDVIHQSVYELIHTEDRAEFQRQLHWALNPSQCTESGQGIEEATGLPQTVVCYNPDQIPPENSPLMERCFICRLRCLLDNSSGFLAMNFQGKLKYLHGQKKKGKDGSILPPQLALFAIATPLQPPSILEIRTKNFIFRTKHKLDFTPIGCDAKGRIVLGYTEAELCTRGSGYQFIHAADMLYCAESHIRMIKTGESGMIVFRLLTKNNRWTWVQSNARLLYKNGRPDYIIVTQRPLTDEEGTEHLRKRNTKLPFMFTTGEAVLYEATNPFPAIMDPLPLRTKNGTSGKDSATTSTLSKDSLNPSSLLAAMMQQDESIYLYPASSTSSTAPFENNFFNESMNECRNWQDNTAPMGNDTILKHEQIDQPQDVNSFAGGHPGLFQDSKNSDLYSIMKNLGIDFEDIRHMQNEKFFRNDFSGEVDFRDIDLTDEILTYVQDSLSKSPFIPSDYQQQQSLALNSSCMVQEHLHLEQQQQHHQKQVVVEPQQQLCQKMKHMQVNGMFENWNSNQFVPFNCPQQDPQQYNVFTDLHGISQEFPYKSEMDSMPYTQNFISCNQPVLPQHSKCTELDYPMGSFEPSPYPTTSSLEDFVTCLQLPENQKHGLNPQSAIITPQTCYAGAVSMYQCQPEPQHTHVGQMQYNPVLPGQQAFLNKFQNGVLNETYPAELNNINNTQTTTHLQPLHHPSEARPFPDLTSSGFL
Efflux pump mplx – inhibitors of Candida efflux pumps in yeast, primary screen, S. cerevisiae, Nile Red, multiplex; S. cerevisiae Candida pump triplex; inhibition, % at 10 µM; 330,000 compounds, 0.44% hits; AID 485275, 2010;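 active = plate passing quality check with inhibition over a set limit, or well fluorescence over plate mean plus 4 SD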;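 note: Nile Red retained in pooled yeast measured as flow cytometry median fluorescence; 0% = buffer negative control and 100% = Enniatin B positive control; higher means more Nile Red kept so more efflux inhibition; some compounds called inactive have numbers as strong as hits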
CIT2 TOR yeast – modulators of CIT2-GFP expression in yeast, primary screen, S. cerevisiae, GFP fusion, multiplex flow cytometry, MLPCN library. S. cerevisiae CIT2-GFP strain, 3 h; 100 means same as DMSO wells. 320,000 compounds, 0.065% hits. GFP response vs DMSO, % at 10 µM;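 active = GFP response relative to DMSO above a set limit, near the screen mean plus 3 SD, cut at about 150% in these data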;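 note: ratio of well median GFP fluorescence to mean of DMSO wells on the plate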
* marks the source's active call; other numbers are inactive results; · = no result given.

SMILES	MEP2-GFP yeast	RPL19A TOR yeast	Yeast superoxide	AGP1-GFP MLPCN	LAP4-GFP MLPCN	AHR act	Efflux pump mplx	CIT2 TOR yeast
COc1ccc(N(C)C(=O)c2cn(CC(C)C)c(=O)c3cc(OC)c(OC)cc23)c(OC)c1	102	95	93	91	105	13	0.3	94
Cc1ccc(NC(=O)c2cccc(C(F)(F)F)c2)cc1NC(=O)c1[nH]cnc1C(N)=O	95	94	103	95	95	119*	0.0	102
CCC(CC)C(=O)NCCc1cc2cc(C)c(C)cc2[nH]c1=O	98	102	106	95	92	20	0.3	88
CCOc1ncccc1C(=O)OCC(=O)N1CC(=O)Nc2ccccc21	99	100	116	103	101	6	0.3	100
COc1ccc(NC(=O)CSc2nc3ccccc3c(=O)n2CCCC(=O)NCC2CCCO2)c(OC)c1 (configuration not stated)	91	89	99	93	95	-2	-0.1	95
C/C(=N\Nc1nccnc1Cl)c1ccc(F)cc1	115	102	136	95	122	7	0.1	94
O=C(CCCSc1nc2ccccc2[nH]1)NCc1ccco1	107	103	99	109	98	7	0.0	107
CCCCN1C(=O)C(O)(CC(=O)c2ccco2)c2cc(Br)ccc21 (configuration not stated)	100	103	103	116	120	0	-0.1	119
COC(=O)C1CCN(C(=O)C(C)Oc2ccc(Cl)cc2Cl)CC1 (configuration not stated)	110	100	101	103	108	0	0.2	99
C/C(=N\NC(=O)CNC(=O)C1COc2ccccc2O1)c1ccco1 (configuration not stated)	85	91	96	82	77	2	0.0	90
Cc1cc(C)nc(Nc2n[nH]c(-c3ccccc3Br)n2)n1	104	100	100	100	102	9	0.0	90
NNC(=O)COc1ccccc1F	107	106	103	109	93	2	-0.3	115
CCc1noc(C)c1C(=O)NNC(=O)COc1ccc(Br)cc1	93	96	102	98	91	4	-0.1	99
Cc1ccccc1N1C(=O)CN(Cc2sccc2C)C1=S	106	101	116	99	101	2	-0.1	98
C=C(C)c1cccc(C(C)(C)NC(=O)NC(c2ccccc2)c2ccc(OC)cc2)c1 (configuration not stated)	96	106	114	104	93	1	-15	103
CC(C)C(c1nnnn1Cc1cccs1)N1CCN(C(=O)c2ccco2)CC1 (configuration not stated)	96	99	124	102	100	-2	0.1	104
CCOC(=O)c1oc2ccccc2c1NC(=O)CCl	105	101	78	112	116	15	0.0	107
CCN(c1ccccc1)S(=O)(=O)c1ccc2ccccc2c1	152	73	90	19	82	5	0.5	95
O=C(CSc1nc2c(c(=O)n1-c1ccc(F)cc1)SCC2)NCC1CCCO1 (configuration not stated)	99	99	108	89	87	1	-0.2	94
O=c1oc2c(Cl)cc(Cl)cc2cc1-c1nnc(Nc2ccccc2F)s1	99	95	105	98	·	10	0.0	92
Cc1ccc(NC(=O)CN(C)C(=O)c2cc(-c3cccs3)nn2-c2ccccc2)cc1	97	101	83	100	99	0	0.2	87
COc1cccc(CN(C)C(=O)c2ccccc2SCC(=O)N2CCCC2)c1	92	95	102	100	98	0	0.0	103
CCOc1ccccc1OCCCCN1CCCC1	100	101	124	104	94	0	0.1	99
COc1cc2c(cc1OC)C(C)N(C(=O)c1cccc([N+](=O)[O-])c1)CC2 (configuration not stated)	97	75	103	71	118	1	0.1	84
O=C1CC(NNc2nc3ccccc3s2)C(=O)N1c1ccc(F)cc1 (configuration not stated)	99	94	86	102	101	-1	0.0	98

Continued; the last two above are carried over.
SMILES	MEP2-GFP yeast	RPL19A TOR yeast	Yeast superoxide	AGP1-GFP MLPCN	LAP4-GFP MLPCN	AHR act	Efflux pump mplx	CIT2 TOR yeast
COc1cc2c(cc1OC)C(C)N(C(=O)c1cccc([N+](=O)[O-])c1)CC2 (configuration not stated)	97	75	103	71	118	1	0.1	84
O=C1CC(NNc2nc3ccccc3s2)C(=O)N1c1ccc(F)cc1 (configuration not stated)	99	94	86	102	101	-1	0.0	98
COCCN1CCN(C(=O)C2CCC(=O)N(CCc3cccc(F)c3)C2)CC1 (configuration not stated)	100	108	98	98	73	1	0.0	112
COc1ccc(/C=C2\N=C(C)OC2=O)cc1OC(C)=O	116	101	95	103	111	·	0.0	116
O=C(O)c1ccccc1C(=O)NCCCn1ccnc1	106	100	94	98	99	3	-0.1	93
Cc1nc2ccc(S(=O)(=O)NCC(=O)N3CCN(c4ccccn4)CC3)cc2s1	130	107	99	108	118	1	0.2	105
CC(=O)c1sc2nc(CSc3nnnn3-c3ccccc3)[nH]c(=O)c2c1C	101	95	119	88	94	2	0.2	95
O=S(=O)(Nc1ncccn1)c1ccc(NC(=S)Nc2ccc(Cl)cc2)cc1	96	96	83	100	103	1	-0.1	101
CCCn1nc(NC(=O)C(C)(C)C)c2cc3cc(OC)ccc3nc21	99	99	108	92	89	15	0.0	94
COc1cccc(N2C(=O)CC(Sc3nc(C)cc(C)n3)C2=O)c1 (configuration not stated)	89	96	108	94	88	-1	0.1	97
COC(=O)c1ccc(CSc2nc3c(cnn3-c3ccccc3)c(=O)[nH]2)o1	94	98	98	111	98	7	0.0	99
CCCOc1ccc(C(=O)Nc2ccc(C)cc2[N+](=O)[O-])cc1	103	103	107	103	99	36	-0.1	104
COc1ccccc1-c1noc(CCCC(=O)Nc2ccc(C(N)=O)cc2)n1	96	101	99	109	105	-2	0.1	97
Cc1ccc(-c2[nH]c3ccccc3c2SCCNC(=O)c2cc3ccccc3oc2=O)cc1	99	102	106	108	105	9	0.0	111
CCOC(=O)N/N=C(\C)c1ccccc1OC(F)F	121	107	113	101	107	7	-0.3	105
COc1ccc(CCn2c(SCC(=O)Nc3cc(C)on3)nc3ccccc3c2=O)cc1OC	103	103	104	106	106	-2	-0.1	101
O=C(O)CCC(=O)Nc1sc2c(c1C(=O)Nc1ccccc1)CCCCC2	99	101	89	97	92	40	0.0	101
C=CCOc1ccn(C)c(=O)n1	104	101	113	103	98	6	0.0	104
CNC(=O)NCC12CC3CC(CC(C3)C1)C2	101	97	80	100	99	-1	0.0	99
C[C@@H]1O[C@@H](OC[C@@H]2O[C@H](Oc3c(-c4ccc(O)cc4)oc4cc(O)cc(O)c4c3=O)[C@@H](O)[C@H](O)[C@H]2O)[C@H](O)[C@H](O)[C@H]1O	100	115	93	116	109	1	-0.5	105
COc1ccc(S(=O)(=O)NC(C)C)cc1-n1cnnn1	98	92	100	95	91	-1	-0.1	89
Cc1[nH]c2ccccc2c1C(=O)/C=C/c1ccccc1Cl	97	99	91	95	92	147*	-0.1	90
CCN(CC(=O)NCc1ccccn1)S(=O)(=O)c1ccc(Cl)cc1	92	98	100	95	94	3	0.1	90
COC(=O)c1c(C)oc(C)c1S(=O)(=O)N(Cc1ccccc1)C(C)C	88	101	109	103	113	1	-0.1	94
CN1CCN(S(=O)(=O)CC2(C)C3CCC2(C)C(=O)C3Br)CC1 (configuration not stated)	103	99	97	101	102	-1	-0.1	102
COc1ccc(-c2cc(=O)oc3c(C)c(OC(=O)c4cccs4)ccc23)cc1	102	100	107	95	93	-3	0.0	106
COC(=O)C1CSC(C)(C)C(=O)N1 (configuration not stated)	99	95	133	96	94	1	0.1	94

Ordered by SMILES length (descending): some entries from above
SMILES	MEP2-GFP yeast	RPL19A TOR yeast	Yeast superoxide	AGP1-GFP MLPCN	LAP4-GFP MLPCN	AHR act	Efflux pump mplx	CIT2 TOR yeast
COc1ccc(NC(=O)CSc2nc3ccccc3c(=O)n2CCCC(=O)NCC2CCCO2)c(OC)c1 (configuration not stated)	91	89	99	93	95	-2	-0.1	95
Cc1ccc(NC(=O)CN(C)C(=O)c2cc(-c3cccs3)nn2-c2ccccc2)cc1	97	101	83	100	99	0	0.2	87
Cc1nc2ccc(S(=O)(=O)NCC(=O)N3CCN(c4ccccn4)CC3)cc2s1	130	107	99	108	118	1	0.2	105
COc1ccc(-c2cc(=O)oc3c(C)c(OC(=O)c4cccs4)ccc23)cc1	102	100	107	95	93	-3	0.0	106
O=S(=O)(Nc1ncccn1)c1ccc(NC(=S)Nc2ccc(Cl)cc2)cc1	96	96	83	100	103	1	-0.1	101
COCCN1CCN(C(=O)C2CCC(=O)N(CCc3cccc(F)c3)C2)CC1 (configuration not stated)	100	108	98	98	73	1	0.0	112
COc1ccccc1-c1noc(CCCC(=O)Nc2ccc(C(N)=O)cc2)n1	96	101	99	109	105	-2	0.1	97
COc1cccc(CN(C)C(=O)c2ccccc2SCC(=O)N2CCCC2)c1	92	95	102	100	98	0	0.0	103
C/C(=N\NC(=O)CNC(=O)C1COc2ccccc2O1)c1ccco1 (configuration not stated)	85	91	96	82	77	2	0.0	90
CCC(CC)C(=O)NCCc1cc2cc(C)c(C)cc2[nH]c1=O	98	102	106	95	92	20	0.3	88
Cc1cc(C)nc(Nc2n[nH]c(-c3ccccc3Br)n2)n1	104	100	100	100	102	9	0.0	90
Cc1[nH]c2ccccc2c1C(=O)/C=C/c1ccccc1Cl	97	99	91	95	92	147*	-0.1	90
CCN(c1ccccc1)S(=O)(=O)c1ccc2ccccc2c1	152	73	90	19	82	5	0.5	95
Cc1ccccc1N1C(=O)CN(Cc2sccc2C)C1=S	106	101	116	99	101	2	-0.1	98
O=C(O)c1ccccc1C(=O)NCCCn1ccnc1	106	100	94	98	99	3	-0.1	93

Next section
SMILES	MEP2-GFP yeast	RPL19A TOR yeast	Yeast superoxide	AGP1-GFP MLPCN	LAP4-GFP MLPCN	AHR act	Efflux pump mplx	CIT2 TOR yeast
CC(C)NC(NC(=O)/C=C/c1ccccc1)C(Cl)(Cl)Cl (configuration not stated)	110	98	111	99	110	15	0.1	79
COC(=O)[C@H](Cc1ccccc1)NC(=O)NCCc1ccccc1F	105	106	110	108	96	0	-0.1	107
CCn1cc(/C=C/C(=O)Nc2c(C)nn(Cc3ccccc3C)c2C)cn1	101	103	79	101	97	-3	0.2	107
O=C(Oc1coc(CSc2ncccn2)cc1=O)c1ccc(Br)o1	95	96	104	90	105	-3	0.1	89
CCOc1ccc(C(=O)Nc2ccc(Cl)cn2)cc1Cl	101	99	97	91	104	-3	0.0	98
CC1C/C(=N/Nc2nc3ccccc3[nH]2)CC(C)(C)C1 (configuration not stated)	108	109	81	115	97	89*	0.1	118
CCOc1c2ccc(C(=O)NCc3ccc(OC)cc3)cc2nn1CCOC	97	97	108	81	133	1	-0.2	71
Cn1cc(C(=O)N/N=C/c2ccc3c(c2)OCO3)c2ccccc21	96	98	89	109	130	-6	0.1	99
COC(=O)c1ccc(OC(=O)c2ccccc2F)cc1	102	104	94	93	99	24	0.5	97
O=C1CCC/C(=N\NC(=O)NC2CCCCC2)C1	95	97	109	95	97	11	-0.1	90
CC(C)OCCCNC(=O)Cn1ncc2c(=O)oc3ccccc3c21	89	101	91	100	·	5	0.1	98
Cc1nc2ccccn2c1C(=O)CSc1ccc(Cl)cc1Cl	101	98	118	106	109	23	0.1	94
CCN1CCN(CCCNC(=O)c2ccc(NC(=O)C3=CSCCO3)cc2)CC1	106	102	79	106	104	-1	0.1	101
CCOc1ccc(C2=CS/C(=C(\C#N)c3nnc4n3CCCCC4)N2CC)cc1	100	97	108	105	103	-2	0.2	97
